V-ATPase pH = regulators of yeast V-ATPase proton pumping, primary screen, pHLuorin cytosolic pH fluorescence. S. cerevisiae. response, % at 10 µM. hit rate 0.37% among 350,000. AID 504577, 2011; in the data active = response mostly above about 7.3%, no sharp cut-off; inactive = mostly below about 5.4%; note: actives read high; inactives centre near 0; some compounds called inactive have numbers as strong as hits; reference of the scale not given here
CAL PDZ FP-1 = CAL PDZ peptide-binding inhibitors, primary screen, biochemical, fluorescence polarization, Cer-tagged CAL PDZ, HTS. Golgi-associated PDZ and coiled-coil motif-containing protein (Homo sapiens), Q9HD26. purified CAL PDZ, TMR-peptide fluorescence polarization, 1 h. inhibition, % at 20 µM. hit rate 0.02% among 330,000. AID 504414, 2011;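 active = highest replicate inhibition of at least 40%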;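 note: plate controls were DMSO neutral control wells for no effect and unlabeled competitor peptide control wells for full effect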
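material = purified tagged CAL PDZ domain construct (CerCALP) | compound dosing = 20 µM, one dose | times = 1 h at RT | measured by = fluorescence polarization from S- and P-plane intensities, G-factor corrected | read-out = inhibition from polarization loss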
CDK5 p35 inh = inhibitors of human CDK5/p35 kinase, primary screen, biochemical, single concentration | Cyclin-dependent kinase 5 (Homo sapiens) + Cyclin-dependent kinase 5 activator 1 (Homo … | Recombinant CDK5/p35, ADP-Glo luminescence, 60 min | hit rate 0.01% among 330,000 | inhibition, % at 10 µM;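 active = highest replicate inhibition of at least 50% and at least 75% of replicates reaching 50%; inconclusive = only one of the two criteria met; inactive = both criteria failed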;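 note: plate controls were DMSO neutral control for no effect and GW8510 at 10 µM for full effect; many of its hits are not listed in these tables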
Target sequence (Q00535 whole entry, looked up): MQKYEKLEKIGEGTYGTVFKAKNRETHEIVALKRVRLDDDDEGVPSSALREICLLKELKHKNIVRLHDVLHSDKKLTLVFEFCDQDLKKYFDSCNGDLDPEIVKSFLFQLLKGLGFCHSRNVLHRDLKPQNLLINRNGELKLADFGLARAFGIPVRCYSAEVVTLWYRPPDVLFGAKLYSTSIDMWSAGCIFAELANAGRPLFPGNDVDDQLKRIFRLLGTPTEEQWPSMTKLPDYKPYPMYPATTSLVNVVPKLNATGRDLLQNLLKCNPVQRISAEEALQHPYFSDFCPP
Target sequence (Q15078 whole entry, looked up): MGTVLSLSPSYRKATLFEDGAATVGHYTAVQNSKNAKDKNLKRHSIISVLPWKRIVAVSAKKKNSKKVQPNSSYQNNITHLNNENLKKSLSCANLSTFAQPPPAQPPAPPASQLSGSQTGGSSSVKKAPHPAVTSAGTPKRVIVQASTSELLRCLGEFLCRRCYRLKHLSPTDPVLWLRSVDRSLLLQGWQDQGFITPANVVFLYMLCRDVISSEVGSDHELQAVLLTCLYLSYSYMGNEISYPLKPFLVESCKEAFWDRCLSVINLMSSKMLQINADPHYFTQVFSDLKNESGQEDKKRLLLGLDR
cardiac RTF act = cardiac RTF calcium sensitivity activators, primary screen, biochemical, IANBD-TnC fluorescence, EC20 calcium; IANBD-labeled TnC RTF fluorescence at EC20 calcium; 0% EC20 calcium, 100% full calcium; activation, % at 7.2 µM; hit rate 0.24% among 340,000; AID 493008, 2010;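 active = activation above the mean over all tested compounds plus 3 SD, cut at about 30% in these data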;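 note: rise in fluorescence read as greater calcium sensitivity of cardiac thin filaments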
Rtt109 HAT inh = inhibitors of C. albicans Rtt109/Vps75 HAT, primary screen, biochemical, ThioGlo CoA-SH fluorescence, plate reader; purified Rtt109/Vps75, 4 h; Histone acetyltransferase RTT109 (Candida albicans (strain SC5314 / ATCC MYA-2876)), …; hit rate 0.16% among 330,000; inhibition, % at 34.9 µM;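 active = inhibition of at least 50% in every replicate; inconclusive = best replicate reaches 50% inhibition but some replicates fall short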
Target sequence (Q5AAJ8 whole entry, looked up): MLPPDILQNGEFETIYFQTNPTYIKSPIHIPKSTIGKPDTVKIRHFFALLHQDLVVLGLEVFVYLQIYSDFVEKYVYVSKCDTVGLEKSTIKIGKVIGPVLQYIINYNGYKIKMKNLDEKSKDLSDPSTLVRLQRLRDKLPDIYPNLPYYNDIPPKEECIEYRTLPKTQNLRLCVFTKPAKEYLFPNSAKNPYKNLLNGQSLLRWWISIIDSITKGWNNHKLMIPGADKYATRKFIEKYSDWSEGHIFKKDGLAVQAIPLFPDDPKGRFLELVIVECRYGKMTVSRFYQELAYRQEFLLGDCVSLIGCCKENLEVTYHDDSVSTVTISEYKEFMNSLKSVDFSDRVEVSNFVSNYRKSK
CAL PDZ FP-2 = untagged CAL PDZ binding inhibitors, primary screen, biochemical, fluorescence polarization, HTS; Golgi-associated PDZ and coiled-coil motif-containing protein (Homo sapiens), Q9HD26; purified CAL PDZ, TMR-peptide fluorescence polarization, 1 h; inhibition, % at 24.9 µM; hit rate 0.92% among 300,000; AID 602252, 2012;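 active = mean inhibition of at least 30% with at least half of replicates also reaching 30%; inconclusive = no clear call, values can overlap the other calls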;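 note: 0% = DMSO neutral control and 100% = excess unlabeled competitor peptide PRC23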
dFosB act = activators of delta FosB homodimer, primary screen, biochemical, fluorescence polarization, TAMRA-CDK5 oligo, single point; Protein FosB (Mus musculus), P13346; purified delta FosB; percent of positive-control signal above neutral wells; activation, % at 25 µM; hit rate 0.99% among 340,000; AID 493131, 2011;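 active = mean activation above about 17%, with every replicate also reaching it, limit read from the data, passing the limit was not always enough; inconclusive = only one of the two conditions met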;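 note: fluorescence polarization rise as delta FosB binds a TAMRA Cdk5 AP-1 oligo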
MITF act = activators of MITF-driven TRPM1 promoter reporter, primary screen, cell-based, SK-MEL-5, luciferase, single point; activation, % at 12.5 µM; SK-MEL-5 TRPM1-promoter luciferase, 24 h; % of positive control, neutral wells = 0; hit rate 0.75% among 300,000; AID 588334, 2011;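 active = mean activation of at least 80% with every replicate also reaching 80%; inconclusive = mean reaches 80% but some replicate falls short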;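 note: 0% = neutral control wells and 100% = parthenolide positive control wells; values of inactives mirror those of a sister screen read the other way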
Wnt bcat act = Wnt/beta-catenin pathway activators, primary screen, cell-based, plate reader, single point; Wnt/beta-catenin reporter cell assay, activator; activation, % at 9.35 µM; hit rate 1.2% among 300,000; AID 743398, 2014; in the data active = activation above about 30%, passing the limit was not always enough; inconclusive = no clear call, values can overlap the other calls;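 note: 0% = neutral control wells and 100% = positive control wells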
Tat export inh = E. coli Tat export inhibitors, primary screen, MC4100, TorA-mCherry reporter, fluorescence, single point; inhibition, % at 10 µM; hit rate 0.036% among 340,000; AID 488895, 2010;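 active = mean replicate inhibition at least 50% and at least half of replicates individually reaching 50%; inconclusive = only one of the two criteria met; inactive = neither criterion met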;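 note: exported cargo escapes ClpAP degradation while cytoplasmic cargo is degraded and loses fluorescence; 0% = median of neutral control wells and 100% = median of NaSCN control wells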
Numbers without * were called inactive; ? = inconclusive; nt = not tested or not shown. Rows were taken by chance; about 4.1% have a hit in one of these screens.

CAL PDZ FP-1	MITF act	cardiac RTF act	dFosB act	CAL PDZ FP-2	Molecule	Rtt109 HAT inh	V-ATPase pH	Tat export inh	CDK5 p35 inh	Wnt bcat act
0.8	64	-1	-7	-1	O=C(Nc1nc2cc3c(cc2s1)OCO3)C1CC1	-12	1	2	-1.4	0
-3.1	7	3	-2	0	Cc1[nH]c(=O)c(C#N)c(C)c1[N+](=O)[O-]	-2	-1	1	1.1	-2
-2.7	-4	-4	-4	0	CN1CCN(S(=O)(=O)c2cccc(C#N)c2)C(c2ccccc2)C1 (stereo unspecified)	14	12*	19	-3.2	-1
-1.7	-7	-1	-9	4	O=C(O)c1ccc(/C=C(\c2nc3ccccc3[nH]2)c2nc3ccccc3s2)cc1	7	-2	6	-0.4	42*
-2.9	0	-5	-23	-1	COc1cccc(COC(=O)c2ccc3c(=O)n4c(nc3c2)CCC4)c1OC	-3	1	-10	1.7	-5
-0.2	-1	6	-6	2	CC(=O)NC(Cc1cccc(C)c1)C(=O)NC1CCN(C(=O)NCc2ccccc2)CC1 (stereo unspecified)	-7	2	1	1.1	-5
-2.7	-6	5	3	-3	S=C(NCc1ccccc1Cl)Nc1ccccc1Cl	3	1	1	-0.1	0
nt	16	-7	6	-2	O=[N+]([O-])c1ccc(/C=N/Nc2ncc(Br)cn2)cc1	-1	-1	7	0.8	0
-0.9	-11	6	-2	-2	CCOc1ccccc1NC(=O)NCCCCc1ccccc1	-1	-2	-3	0.7	-1
-0.4	29	6	8	-8	Cc1cnc(NC(=O)/C=C/c2ccc(Br)o2)s1	-10	2	-2	3.0	9
-0.1	5	-1	1	-5	Nc1ncnc2c1nc(SCCO)n2Cc1ccccc1	nt	-3	-6	1.0	-1
-5.4	-1	6	-14	-6	CCCOC(=O)CSc1nc(N)c(C#N)c(-c2ccco2)c1C#N	-5	4	-3	-3.0	nt
-4.1	-5	1	-9	-2	O=C(Nc1ccc2c(c1)C(=O)N(CC1CCCO1)C2=O)c1ccccc1Br (stereo unspecified)	-9	0	5	-0.2	nt
-2.8	-1	-1	-9	-2	Nc1nc(SCC(=O)Nc2cccc(Oc3ccccc3)c2)n[nH]1	-11	3	2	0.3	nt
0.2	-3	-3	-5	0	CN(C)S(=O)(=O)N(CC(=O)NCCSCc1ccccc1)c1ccccc1	1	-3	-4	1.5	-1
-1.4	5	-3	-13	-3	Cc1ccc(NC(=O)CN(C)C(=O)COC(=O)C(C)(C)Oc2ccc(Cl)cc2)cc1	6	1	6	0.3	-2
-0.7	-8	-2	-4	-4	Cc1nnc(SCC(=O)N(C)c2ccccc2)n1-n1cccc1	-7	4	-1	0.1	1
-1.0	-2	4	-4	0	CN(Cc1nc(Cc2cccc(C(F)(F)F)c2)no1)C1CC(C)(C)NC(C)(C)C1	1	4	-1	2.1	0
-3.4	-4	-4	-2	-2	CCC1(c2ccccc2)NC(=O)N(CC(=O)N(C)CC(=O)Nc2cccc(OC)c2)C1=O (stereo unspecified)	-1	-2	-3	-0.1	1
-0.6	3	5	-5	2	COc1ccc(C(=O)NC(=S)Nc2ccccc2N2CCOCC2)cc1Br	3	-2	-2	1.9	nt

Further results:
CAL PDZ FP-1	MITF act	cardiac RTF act	dFosB act	CAL PDZ FP-2	Molecule	Rtt109 HAT inh	V-ATPase pH	Tat export inh	CDK5 p35 inh	Wnt bcat act
-1.1	-6	2	3	-2	CCN(CC(=O)NCc1cccs1)C(=O)/C=C/c1ccc(OC)c(OC)c1	5	-1	5	-1.0	2
-1.5	17	3	-9	-5	CCC(=O)OCC(=O)C1(OC(=O)CC)[C@H](C)C[C@H]2[C@H]3[C@H]([C@@H](O)C[C@@]21C)[C@@]1(C)C=CC(=O)C=C1C[C@H]3Cl (stereo partly specified)	14	4	-3	1.5	1
-3.3	0	-3	-12	-5	COc1cc(-c2cc(C(=O)NCc3ccco3)c3ccccc3n2)cc(OC)c1OC	9	6	21	-0.2	-1
-0.8	10	4	0	-5	CCNc1nc(NCC)nc(OCCNS(=O)(=O)c2ccccc2)n1	-3	-2	-4	0.0	0
-1.2	-10	-1	-16	1	COc1ccc(CNC(=O)CCCCCn2c(SCC#N)nc3cc4c(cc3c2=O)OCO4)cc1	-7	2	0	0.3	nt
-1.5	2	2	7	3	COC(=O)CCCSc1nccn1-c1ccccc1	-3	-4	-7	0.4	0
-0.9	nt	-3	-1	-5	O=C(NCCCCNC(=O)c1ccccc1F)c1ccccc1F	1	-3	-3	-0.8	0
-0.4	-2	4	-11	nt	O=C(COC(=O)c1cc(Br)ccc1O)Nc1cc(S(=O)(=O)N2CCCC2)ccc1Cl	10	-1	-6	0.9	0
-1.5	1	-10	-18	3	CC(C)c1nnc(NC(=O)CCC(=O)N2CCC(Cc3ccccc3)CC2)s1	12	2	11	1.0	4
-3.2	6	0	4	-1	CC(=O)c1cc(-c2ccccc2)n(CC(=O)NC(C)(C)C)c1C	-4	0	3	0.1	-4
0.4	10	-4	-9	-3	CCCn1ncc(CN2CCN(CCc3ccccc3)C(CCO)C2)c1C (stereo unspecified)	-6	-2	-6	-0.6	-5
-0.2	14	-1	1	-3	O=C1OC(Cc2ccncc2)C(O)=C1C1=NCCCN1 (stereo unspecified)	4	-2	0	-0.1	-2
-0.7	13	-9	5	4	CCN(C[C@H]1N[C@@](CC)(C(=O)OC)[C@H]2C(=O)N(C)C(=O)[C@@H]12)C(=O)Nc1ccc(F)cc1	0	0	-3	7.9	-1
0.1	nt	5	-12	nt	COc1cc(C(=O)NCc2nnc(SCC(=O)N3CCc4ccccc43)o2)cc(OC)c1OC	3	-2	0	-0.1	nt
0.3	nt	4	-8	-2	CC(C)(C)NC(=O)CN(C(=O)CNS(=O)(=O)c1ccccc1)c1ccc2c(c1)OCCO2	-6	2	0	1.1	2
-0.7	-6	-5	2	-1	Cn1cccc1C(=O)OCC(=O)Nc1cccc(S(=O)(=O)N2CCOCC2)c1	2	1	-2	-1.2	-2
-0.5	nt	-4	-3	1	CCOC(=O)N1CCN(C(=O)c2ccc(C)c(S(=O)(=O)Nc3ccccc3)c2)CC1	12	-3	0	0.0	-2
-2.5	2	-7	-1	-1	COc1ccc(CCNC(=O)COc2ccc(S(=O)(=O)N3CCCC3)cc2)cc1	-2	1	-3	-3.7	0
-1.8	-6	-8	-9	1	COc1ccc(/C=N/NC(=S)SC)cc1OC	1	-2	-1	-1.1	0
-0.7	7	-9	0	-2	Nc1ccc(C(=O)c2cccs2)cc1	7	0	7	1.4	8

Later entries
CAL PDZ FP-1	MITF act	cardiac RTF act	dFosB act	CAL PDZ FP-2	Molecule	Rtt109 HAT inh	V-ATPase pH	Tat export inh	CDK5 p35 inh	Wnt bcat act
-0.8	17	4	8	11	c1ccc(-c2nnc(CN3CCCCC3)o2)cc1	-10	1	7	2.5	8
0.2	4	-3	5	-2	CC(=O)NC(CCS(C)(=O)=O)C(=O)Nc1c(C)cccc1C (stereo unspecified)	-7	-1	-4	-0.4	1
nt	nt	13	6	-6	CC1CC(C)CN(S(=O)(=O)c2ccc(C(=O)NCc3ccc4c(c3)OCO4)cc2)C1 (stereo unspecified)	6	0	3	-0.5	nt
-0.3	7	3	4	-1	Cc1nnc(CN(C)Cc2cn[nH]c2-c2ccc(-c3ccccc3)cc2)o1	-2	5	1	-0.3	-2
-0.2	-61	1	0	4	Nc1ccc2c(c1)OC1(CCCC1)O2	17	2	-5	0.1	-5
-2.1	nt	-4	-2	-3	CCOC(=O)N1CCN(C(=O)c2ccc(N(Cc3ccccc3)S(C)(=O)=O)cc2)CC1	nt	-3	-1	-0.2	nt
-0.3	1	-3	-1	-5	O=C1c2ccccc2NC(c2cccs2)N1O (stereo unspecified)	0	-2	-2	0.5	9
-3.0	-1	-6	-10	-2	C=C1CCC(N(O)c2cc(C)on2)C(=C)CCC2C1CC2(C)C (stereo unspecified)	-5	-2	3	-1.4	-12
-1.7	-11	1	10	0	c1ccc(Cn2nnc3c(NCc4ccc5c(c4)OCO5)ncnc32)cc1	-5	2	-2	1.2	-3
-0.1	-24	81*	3	-4	CCCCC(=O)Nc1ccc(C(=O)Nc2ccc(OC)cc2[N+](=O)[O-])cc1	-3	1	-14	0.2	-3
1.2	10	0	-4	2	O=C(NCCS(=O)(=O)NCc1ccc(F)cc1)c1ccc2c(c1)OCO2	-7	-2	0	-0.1	-1
nt	2	0	-4	2	Cc1nn2c3ccccc3n(CC(=O)c3cccs3)c2nc1=O	11	-1	-3	-0.1	-6
-0.1	nt	5	2	-7	COc1ccc(CC(CC(=O)O)C(=O)Nc2ccccc2)cc1 (stereo unspecified)	-5	-3	8	-0.3	-1
0.6	3	-2	?	4	O=C(Nc1ccc(F)c(Cl)c1)C1CC(=O)n2c(nc3ccccc32)N1 (stereo unspecified)	12	4	-1	0.3	0

An excerpt from above in order of molar mass, highest first.
CAL PDZ FP-1	MITF act	cardiac RTF act	dFosB act	CAL PDZ FP-2	Molecule	Rtt109 HAT inh	V-ATPase pH	Tat export inh	CDK5 p35 inh	Wnt bcat act
-0.1	-24	81*	3	-4	CCCCC(=O)Nc1ccc(C(=O)Nc2ccc(OC)cc2[N+](=O)[O-])cc1	-3	1	-14	0.2	-3
-1.7	-11	1	10	0	c1ccc(Cn2nnc3c(NCc4ccc5c(c4)OCO5)ncnc32)cc1	-5	2	-2	1.2	-3
-0.1	nt	5	2	-7	COc1ccc(CC(CC(=O)O)C(=O)Nc2ccccc2)cc1 (stereo unspecified)	-5	-3	8	-0.3	-1

From PubChem
